Source: PubChem BioAssay (NCI)
NCI-60 one-dose screen, 48 h, at 10 µM unless noted. Numbers give growth in % (100 = growth as untreated, 0 = no growth, -100 = all killed).
SK-OV-3 – SK-OV-3 ovarian cancer cells; 80,000 compounds, 3.2% hits
OVCAR-3 – OVCAR-3 ovarian cancer | 79,000 compounds, 7% hits | AID 1794787
OVCAR-5 – OVCAR-5 ovarian cancer | 82,000 compounds, 2.9% hits | AID 1794783
DU-145 – DU-145 prostate cancer; 81,000 compounds, 4.2% hits; AID 1794760
NCI/ADR-RES – NCI/ADR-RES ovarian cells | 81,000 compounds, 4.4% hits | AID 1794790
IGROV1 – IGROV1 ovarian cancer. 79,000 compounds, 4.7% hits. AID 1794786
OVCAR-4 – OVCAR-4 ovarian cancer cells | AID 1794784 | 80,000 compounds, 3.7% hits
OVCAR-8 – OVCAR-8 ovarian cancer; 81,000 compounds, 4.4% hits
Active calls of the source: *; x = not tested or not shown. How the source made its calls: active means growth percent below 10; inactive means the rest. Compounds were not picked by outcome (roughly 9.5% active in at least one column).

Sample of the layout:
SMILES	SK-OV-3	OVCAR-3	OVCAR-5	DU-145	NCI/ADR-RES	IGROV1	OVCAR-4	OVCAR-8
CCCC(CCC)(C(N)=O)C(=O)O	105	110	100	108	107	119	101	102
CS(=O)(=O)c1ccc(/C(=N/N=C(N)N)c2ccc(Cl)cc2)cc1	87	x	100	101	102	86	98	103

All compounds of this part, repeating the preview:
SMILES	SK-OV-3	OVCAR-3	OVCAR-5	DU-145	NCI/ADR-RES	IGROV1	OVCAR-4	OVCAR-8
CCCC(CCC)(C(N)=O)C(=O)O	105	110	100	108	107	119	101	102
CS(=O)(=O)c1ccc(/C(=N/N=C(N)N)c2ccc(Cl)cc2)cc1	87	x	100	101	102	86	98	103
CC(=O)O[C@H]1CC[C@H]2[C@@H]3CC[C@H]4OC(=O)C=C[C@@H]4[C@H]3CC[C@]12C	115	116	118	118	100	100	106	97
COc1ccc(N=C2C(=Nc3ccc(OC)cc3)N(c3ccc(N(C)C)cc3)C(=S)N2c2ccc(OC)cc2)cc1	88	106	35	86	96	107	x	x
CCCCCCCCCCCC(O)C(C)(C)C (stereo not drawn)	111	126	104	118	109	119	109	107
COc1ccc(/C(C)=N/N=C2C(=O)Nc3ccc(Br)cc32)cc1S(N)(=O)=O	73	90	107	77	97	94	93	85
CC1(C)CC[C@]2(C=O)CC[C@]3(C)C(=CC[C@@H]4[C@@]5(C)CCC(=O)C(C)(C)[C@@H]5CC[C@]43C)[C@@H]2C1	107	102	112	96	88	108	85	86
CCCc1onc(-c2noc(CCC)c2CC)c1CC	109	109	109	106	117	115	107	94
Cc1ccc(COc2ccc(Nc3ncnc4onc(-c5ccccc5)c34)cc2)cc1	x	107	98	107	95	105	98	94
O=C(/C=C/c1ccco1)c1ccc(Nc2nc(Nc3ccc(F)cc3)nc(Nc3ccc(Cl)cc3)n2)cc1	95	75	65	77	67	62	78	88
CCNCc1c(-c2cccc(OC(F)(F)F)c2)[nH]c2ccc(N3CCCC3)cc2c1=O	34	-6.8*	25	15	9.4*	23	50	22
O=c1cc(/C(=C2/C=CC=N2)c2ccc[nH]2)c2cc(Cl)ccc2o1	35	-20*	93	47	5.1*	32	77	-4.1*
O=C(Nc1ccc(I)cc1F)c1cc(F)ccc1O	-6.5*	6.7*	24	15	4.2*	13	12	6.2*
CCCCCCOC(=O)NC1c2ccccc2Oc2ccccc21	92	109	88	113	102	84	105	98
NC(=O)c1cnn2ccn(C3OC(CO)C(O)C3O)c12 (stereo not drawn)	102	108	117	119	115	x	109	110
C=CCc1cc(Cl)ccc1NC(C(N)=O)c1ccccc1 (stereo not drawn)	91	94	87	100	82	x	83	88
CCOC(=O)C1=C(C)NC(SCc2nnc(-c3ccc(Cl)cc3)o2)=NC1c1ccccc1 (stereo not drawn)	74	93	103	96	91	94	95	80
O=C(NNc1ccc(-c2ccccc2)nn1)c1ccc(F)cc1	x	103	94	89	93	97	95	99
Cc1cc(C)c(N2C(=O)CC(Nc3ccc(Cl)cc3Cl)C2=O)c(C)c1 (stereo not drawn)	108	x	100	110	107	104	102	101
Nc1cc(Br)c(-c2nnc(CCC(=O)c3nc4ccccc4[nH]3)o2)c(Br)c1	82	49	97	103	90	77	82	95
COc1ccc(/C=C2\Oc3cc(OCCN4CCC(Cc5ccccc5)CC4)ccc3C2=O)c(OC)c1	105	108	108	105	96	94	107	92
Cn1c(=O)[nH]c(=O)c2nc(CCC(=O)NC(Cc3ccccc3)C(=O)O)c(=O)[nH]c21 (stereo not drawn)	104	107	98	110	109	100	97	101
COc1ccc(CN2c3ccccc3Oc3ccccc32)cc1F	47	43	87	96	41	52	72	65
CN(C)CCC(c1ccccc1)c1ccccn1 (stereo not drawn)	108	119	x	109	106	107	115	107
CCOC(=O)C(=O)Cc1cccnn1	106	122	103	113	104	109	102	103
N=C(N)c1ccc(-c2ccc(F)cc2)cn1	x	102	96	104	100	108	99	100
ClC1=NC2NN=C(c3cccc(Cl)c3)N2c2nc[nH]c21 (stereo not drawn)	94	115	100	115	103	94	102	104
CSC1=Nc2c(c(C)c(C)n2CCCC(=O)N(C(=O)NC2CCCCC2)C2CCCCC2)C2=NC(=O)CN12	119	117	97	118	88	x	96	106
Cc1ccc2c(c1)=C/C(=C/c1sc(Nc3ccc(S(N)(=O)=O)cc3)nc1O)C(=O)N=2	106	107	108	111	104	96	104	101
COc1cc(OC)c(S(=O)(=O)NNC(=O)c2ccncc2)cc1C(=O)/C=C/c1ccc(Cl)cc1	103	x	105	67	103	93	89	88

Limited to OVCAR-4, IGROV1 and DU-145, for seven of the compounds above:
canonical_smiles | OVCAR-4 | IGROV1 | DU-145
CCOC(=O)C1=C(C)NC(SCc2nnc(-c3ccc(Cl)cc3)o2)=NC1c1ccccc1 (stereo not drawn) | 95 | 94 | 96
C=CCc1cc(Cl)ccc1NC(C(N)=O)c1ccccc1 (stereo not drawn) | 83 | x | 100
CSC1=Nc2c(c(C)c(C)n2CCCC(=O)N(C(=O)NC2CCCCC2)C2CCCCC2)C2=NC(=O)CN12 | 96 | x | 118
Cc1ccc(COc2ccc(Nc3ncnc4onc(-c5ccccc5)c34)cc2)cc1 | 98 | 105 | 107
Cc1ccc2c(c1)=C/C(=C/c1sc(Nc3ccc(S(N)(=O)=O)cc3)nc1O)C(=O)N=2 | 104 | 96 | 111
O=C(NNc1ccc(-c2ccccc2)nn1)c1ccc(F)cc1 | 95 | 97 | 89
ClC1=NC2NN=C(c3cccc(Cl)c3)N2c2nc[nH]c21 (stereo not drawn) | 102 | 94 | 115

The listing continues:
SMILES	SK-OV-3	OVCAR-3	OVCAR-5	DU-145	NCI/ADR-RES	IGROV1	OVCAR-4	OVCAR-8
CSC1=NC=C(C#N)C2=NC(c3cccs3)NN12 (stereo not drawn)	97	104	118	101	107	103	116	96
CC(C)c1ccc(C2CCCCC2O)cc1 (stereo not drawn)	101	114	107	115	99	109	109	114
Clc1ccccc1C1=NN(c2ccc(-c3ccccc3)nn2)C(c2ccccc2)C1 (stereo not drawn)	90	100	103	105	93	70	80	93
CNc1ccc(-c2cc(=O)oc3ccc(Cl)cc23)cc1	9.2*	9.8*	56	18	12	50	63	17
Cc1ccc2c(N)c(C(=O)Nc3ccc(-c4ccccc4)cc3)sc2n1	60	79	71	88	50	73	47	73
CC(C)(C)[Si](C)(C)OCC1OC(n2cnc3c(N)ncnc32)CC1OS(C)(=O)=O (stereo not drawn)	101	104	x	105	103	114	108	99
CC1=NN(C)C(=O)C1	105	107	107	115	107	111	120	101
Cc1cc(C)n(/N=C/c2ccccc2O)c(=O)c1C#N	101	114	109	117	108	137	116	106
CN(Cc1ccc(C(F)(F)F)cc1)c1cc(C(=O)Nc2ccccc2)ncn1	97	96	111	93	95	88	78	94
NS(=O)(=O)c1ccc(CCN2C(=O)/C(=C\c3ccc(Cl)cc3)C=C2c2ccc(-c3ccccc3)cc2)cc1	90	87	98	105	95	94	96	87
CCN1CCN(Cc2ccc(NC(=O)c3cccc(C#Cc4cccc5[nH]nc(N)c45)c3)cc2C(F)(F)F)CC1	-14*	-63*	-20*	-70*	-35*	-60*	-2.5*	-70*
O=c1[nH]cnc(O)c1Cl	104	100	105	106	101	98	119	107
N#CC(C(N)=O)c1ccccc1 (stereo not drawn)	99	118	93	111	102	108	98	94
CC[C@H](C)C(NC(=O)[C@@H](NC(=O)[C@@H]1CCCN1C(=O)CNC(=O)[C@H](C)N)C(C)C)C(=O)OC (stereo partly drawn)	107	124	113	109	106	118	95	106
Cc1ccc2c(c1)C(C(=O)O)=NC1(N2)C(=O)Nc2ccc(C)cc21 (stereo not drawn)	98	127	104	113	107	97	98	104
CCCCSc1nc(Nc2ccc(C(C)=O)cc2)c(C#N)c(-c2ccc(OC)cc2)n1	106	21	58	88	58	38	-45*	28
O=C(CCBr)OCCc1ccccc1	102	108	108	108	101	111	102	106
O=C(O)c1cn(C2CC2)c2cc(N3CCN(C(=O)N4CCCCC4)CC3)c(F)cc2c1=O	101	101	106	108	108	98	109	103
Cc1cc(=O)oc2cc(OCCn3c(C)nn(-c4ccc(Cl)cc4)c3=O)ccc12	41	15	39	22	25	60	67	18
O=C(NNS(=O)(=O)c1ccccc1)c1cccnc1	97	103	89	103	114	108	88	105
Fc1cc(-c2nnc3sc(COc4ccc(Cl)cc4Cl)nn23)c(Cl)cc1Cl	101	109	88	108	92	102	102	94
COc1cc(/C=C/C(=O)c2ccc(NC(=O)N3CCN(c4cc5c(cc4F)c(=O)c(C(=O)O)cn5C4CC4)CC3)cc2)cc(OC)c1OC	98	64	103	86	102	74	101	75
COc1cc(-c2cc3cnccc3c3nc(N)c4ccncc4c23)cc(OC)c1OC	58	49	69	62	31	15	74	41
CC(C)(C)OC(=O)COc1ccc([N+](=O)[O-])cc1Cl	103	116	99	114	114	105	96	99
O=C1c2ccccc2C(=O)N1CCCl	106	111	103	116	111	104	x	98
CCOC(=O)c1c[nH]c(/C=N/O)c1C	98	108	111	111	102	105	116	106
C=CCN1C(=O)c2ccccc2C1=O	105	110	102	107	96	99	107	97
COc1cc(OC)c(S(=O)(=O)NNC(=O)c2ccncc2)cc1C1=NN(C=O)C(c2ccc(Cl)cc2)C1 (stereo not drawn)	96	112	116	109	110	109	112	102
O=[N+]([O-])c1ccc(-c2cn(-c3ccc(Cl)cc3)cn2)cc1	129	108	x	94	98	106	105	101
CC(=O)c1ccc(Nc2nc(Cl)nc(Oc3c(Cl)cccc3Cl)n2)cc1	100	91	105	91	94	89	67	93
COc1cc2c(cc1OC)C(=O)C(CC1CCN(C(=O)Nc3ccc(Cl)cc3)CC1)C2 (stereo not drawn)	102	114	102	105	91	97	91	94
CC(=O)Nc1c(Nc2ccccc2)[nH]c(C)nc1=S	99	113	113	105	105	114	105	102
CC1=NN(c2nc3ccccc3nc2Cl)C(=O)C1	108	110	114	108	102	110	107	103
Cc1[nH]c(C(=O)Nc2ccc(C(=O)NCC3CCNCC3)cc2OC(C)C)c(Cl)c1Cl	97	86	85	80	100	54	90	87
COc1ccc(-c2nc(SCCC(C)C)nc(N/N=C\c3ccccc3Cl)c2C#N)cc1	111	104	105	107	101	94	112	97
N=c1sc(Cc2ccc(F)cc2)cn1CC(=O)c1ccc(F)cc1	99	91	71	74	74	78	61	81
CC(=O)/C=C\C1CC2C=CC1C2 (stereo not drawn)	119	101	x	104	99	100	110	105
COc1ccc(CNn2c(COc3ccccc3)nc3ccccc3c2=O)cc1OC	119	109	101	112	91	91	90	105
COc1ccc(-c2c(-c3ccccc3)noc2N)cc1OC	107	117	117	104	104	113	113	100
O=S(=O)(c1cc(Br)ccc1O)c1cc(Br)ccc1O	88	76	96	96	87	80	77	91
CC(=O)CC(C)=O	117	100	110	108	x	110	113	111
COc1ccc2c(c1OC)C(CC(C)=O)N1CCc3cc4c(cc3C1C2=O)OCO4 (stereo not drawn)	104	115	109	113	107	101	100	95
Nc1cc(N2C(=O)c3ccccc3C2=O)ccc1Cl	101	119	107	119	109	98	103	124
CCCCCCC12CCC(=O)N1CCc1cncn12 (stereo not drawn)	99	118	99	109	104	105	119	101
CCOC(=O)C(NC(=O)c1ccccc1)C(=O)OCC	107	112	102	120	103	112	118	118

Single values from above.
OVCAR-4 with `COc1ccc(CNn2c(COc3ccccc3)nc3ccccc3c2=O)cc1OC` = 90
SK-OV-3 with `CCOC(=O)C(NC(=O)c1ccccc1)C(=O)OCC` = 107
OVCAR-5 with `O=S(=O)(c1cc(Br)ccc1O)c1cc(Br)ccc1O` = 96
OVCAR-3 with `N=c1sc(Cc2ccc(F)cc2)cn1CC(=O)c1ccc(F)cc1` = 91
OVCAR-3 with `COc1ccc(-c2nc(SCCC(C)C)nc(N/N=C\c3ccccc3Cl)c2C#N)cc1` = 104
SK-OV-3 with `CC(=O)CC(C)=O` = 117

(further entries)
SMILES	SK-OV-3	OVCAR-3	OVCAR-5	DU-145	NCI/ADR-RES	IGROV1	OVCAR-4	OVCAR-8
COc1ccc(-n2cc(COc3ccc4c5ccnc(C)c5n(CC(C)C)c4c3)nn2)cc1	57	66	91	88	54	79	66	38
c1ccc(Nc2nnc(-c3cc(-c4cccnc4)n(-c4ccccc4)n3)o2)cc1	105	113	121	109	84	121	x	85
Cc1cc2n(n1)-c1ccc(C#N)cc1Oc1ccccc1-2	101	98	92	96	87	x	104	104
CC1CCNC(C)C1 (stereo not drawn)	100	112	113	110	106	116	100	107
C/C(=N/NC(N)=S)c1ccncc1	102	113	111	109	105	118	115	105

Entries of single compounds, looked up by structure. Screens in order: SK-OV-3 | OVCAR-3 | OVCAR-5 | DU-145 | NCI/ADR-RES | IGROV1 | OVCAR-4 | OVCAR-8
Shown for C/C(=N/NC(N)=S)c1ccncc1 → 102 | 113 | 111 | 109 | 105 | 118 | 115 | 105
Shown for Cc1cc2n(n1)-c1ccc(C#N)cc1Oc1ccccc1-2 → 101 | 98 | 92 | 96 | 87 | x | 104 | 104
Shown for c1ccc(Nc2nnc(-c3cc(-c4cccnc4)n(-c4ccccc4)n3)o2)cc1 → 105 | 113 | 121 | 109 | 84 | 121 | x | 85
Shown for CC1CCNC(C)C1 (stereo not drawn) → 100 | 112 | 113 | 110 | 106 | 116 | 100 | 107
